Screening results (PubChem)
mIDH1 inhibitor: inhibitors of human mutant IDH1 R132H. IDH1-R132H enzyme, NADPH consumption, diaphorase/resazurin fluorescence. Potency, µM (titrated, usually from 76.6 µM), for the others: at the top dose activity change, negative = inhibition, usual class: inhibitors. actives 0.093% (n = 390,000). AID 602179; also: % is scaled to controls: 0 for no effect and ±100 for the full control effect; nearly all actives have a fitted effect of over 65% in size
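IDH1-R132H (0.5 ug/mL) preincubated 30 min with compound, then NADPH (0.016 mM) and alpha-KG (2 mM) added; 80 min at RT, pH 7.5. Remaining NADPH coupled via diaphorase/resazurin to fluorescence (540/590 nm); concentration-response curves normalized to no-enzyme control.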
TrxR1 inh: inhibitors of rat thioredoxin reductase 1. Potency, µM (highest dose often 114 µM), for inactives: at the top dose activity change, negative = inhibition, usual class: inhibitors. O89049. AID 588453. recombinant rTrxR1, NADPH fluorescence consumption, selenite substrate. actives 1% (n = 390,000); also: % is scaled to controls: 0 for no effect and ±100 for the full control effect; nearly all actives have a fitted effect of over 65% in size
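Rat TrxR1 (90 nM in the dispensed reagent) was pre-reduced with 400 uM NADPH for 5 min at room temperature, then incubated with compound for 15 min. After 400 uM selenite was added, NADPH fluorescence (Ex 340/Em 450 nm) was followed for 8 min.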
RGS4 inh: blocks human RGS4-accelerated GTP hydrolysis; Transcreener GDP fluorescence polarization, RGS4-accelerated GTP hydrolysis; Potency, µM (top dose mostly 114 µM), for inactives: at the top dose activity change, negative = inhibition, most hits filed as inhibitors; P49798; actives 0.039% (n = 390,000); also: % is scaled to controls: 0 for no effect and ±100 for the full control effect; nearly all actives have a fitted effect of over 75% in size; some results filed as inactive show a strong effect at the top dose
Target sequence (P49798 whole entry, looked up): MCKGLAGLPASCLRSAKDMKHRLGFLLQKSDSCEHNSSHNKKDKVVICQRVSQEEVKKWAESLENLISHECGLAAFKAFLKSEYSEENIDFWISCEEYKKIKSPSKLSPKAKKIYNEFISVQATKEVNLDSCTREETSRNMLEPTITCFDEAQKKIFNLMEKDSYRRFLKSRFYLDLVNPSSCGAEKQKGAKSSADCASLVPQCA
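MLSMR compounds (23 nl, pin-transferred) preincubated 10 min at room temperature with a 500nM (2x) first reagent, then RGS4 at 900nM (2x) plus Transcreener GDP mix added; fluorescence polarization (620/688 nm) read before and after 90 min at 30 °C.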
RXFP1 agonist: RXFP1 (human) receptor agonism. HEK293T-RXFP1 cAMP TR-FRET, 30 min; response scale: percent of porcine relaxin response, buffer zero. Potency, µM (highest dose often 57.5 µM), without a hit: at the top dose activation, hits mostly activators. actives 0.3% (n = 370,000). AID 2676; also: % is scaled to controls: 0 for no effect and ±100 for the full control effect; nearly all actives have a fitted effect of over 60% in size; many of its hits are not listed in these tables
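Agonist response is measured as cAMP accumulation in an RXFP1-transfected HEK293T line under PDE4 inhibition. Values are scaled between buffer-only and 29 nM porcine relaxin, and EC50s come from standard Hill equation fits.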
USP1-UAF1 inh: inhibitors of human USP1/UAF1 deubiquitinase; O94782; recombinant USP1/UAF1, Ub-Rhodamine cleavage fluorescence; Potency, µM (series often up to 57.1 µM), without a hit: top-dose activity change, negative = inhibition, hits mostly inhibitors; actives 0.23% (n = 390,000); also: % is scaled to controls: 0 for no effect and ±100 for the full control effect; nearly all actives have a fitted effect of over 60% in size; inactives centre near -12
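1 nM enzyme complex + cpd, 15 min RT; start with Ub-Rho 150nM final; kinetic fluorescence ex 480/em 540, 6 reads q60 s. Buffer 50mM HEPES pH 7.8, 0.5mM EDTA, 0.1 mg/ml BSA, 1mM TCEP, 0.01% Tween-20.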
TrxR1 substrate: rat thioredoxin reductase 1 substrate activity; purified TrxR1 substrate turnover, NADPH consumption readout; Potency, µM (series often up to 114 µM), for the others: top-dose activity change, negative = substrate turnover; actives 0.01% (n = 390,000); also: % is scaled to controls: 0 for no effect and ±100 for the full control effect; nearly all actives have a fitted effect of over 50% in size
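Rat TrxR1, dispensed at 90 nM, was prereduced with 400 uM NADPH (final) for 5 min at ~22 deg C, then incubated with compound 15 min before 400 uM selenite. A first-read NADPH fluorescence drop versus no-compound background flagged substrates.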
Vif-APOBEC3F blk: inhibitors of Vif-A3F interaction; HeLa A3F-eYFP + Vif (tagged APOBEC3F with the HIV-1 protein that degrades it), YFP fluorescence increase; Potency, µM (top dose mostly 46.1 µM), without a hit: at the top dose activity, negative = active; actives 0.2% (n = 390,000); also: % of control where 0% means no effect; nearly all actives have a fitted effect of over 65% in size
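HeLa cells stably expressing A3F-eYFP plus Vif, plated and incubated overnight at 37 deg C, then exposed to compounds overnight at 37 deg C. Blocked degradation read as raised yellow fluorescence (Ex 488/Em 500-530).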
ALOX12 inh: inhibitors of human 12S-lipoxygenase ALOX12; purified 12hLO, xylenol orange hydroperoxide absorbance; AID 1671190; Potency, µM (titrated, usually from 108 µM), without a hit: top-dose activity change, negative = inhibition, hits mostly inhibitors; P18054; actives 1.1% (n = 580,000); also: % is scaled to controls: 0 for no effect and ±100 for the full control effect
Target sequence (P18054 whole entry, looked up): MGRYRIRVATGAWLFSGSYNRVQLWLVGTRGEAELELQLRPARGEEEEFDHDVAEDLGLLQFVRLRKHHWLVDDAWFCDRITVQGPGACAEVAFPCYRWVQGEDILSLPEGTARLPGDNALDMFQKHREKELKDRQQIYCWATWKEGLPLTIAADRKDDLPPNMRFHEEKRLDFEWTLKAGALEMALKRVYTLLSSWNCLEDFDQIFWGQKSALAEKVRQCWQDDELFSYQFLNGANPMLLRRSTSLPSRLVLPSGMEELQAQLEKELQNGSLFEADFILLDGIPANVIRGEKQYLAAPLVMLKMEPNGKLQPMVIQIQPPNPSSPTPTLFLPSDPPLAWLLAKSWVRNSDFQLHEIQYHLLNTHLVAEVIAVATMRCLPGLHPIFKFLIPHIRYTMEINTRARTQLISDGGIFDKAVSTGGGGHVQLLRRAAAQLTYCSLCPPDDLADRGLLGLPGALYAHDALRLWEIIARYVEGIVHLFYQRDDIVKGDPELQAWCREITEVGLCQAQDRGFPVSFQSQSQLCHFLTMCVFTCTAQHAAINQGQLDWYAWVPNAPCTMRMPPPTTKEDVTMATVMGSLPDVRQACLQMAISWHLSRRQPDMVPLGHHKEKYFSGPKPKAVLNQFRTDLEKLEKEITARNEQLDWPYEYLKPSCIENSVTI
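Purified human 12hLO (150 nM final) in 25 mM Hepes, 0.01% Triton X-100, pH 7.0 was preincubated 15 min at room temperature with compound. Then 40 uM arachidonic acid was added, 30 min. Hydroperoxide was read by Fe-XO absorbance ratio 573/405 nm.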
Vif-APOBEC3G blk: blocks the Vif interaction with human APOBEC3G; HeLa A3G-eYFP + Vif (tagged APOBEC3G with the HIV-1 protein that degrades it), YFP fluorescence, overnight; Potency, µM (highest dose often 46.1 µM), for inactives: at the highest dose activity, negative = active, hits mostly inhibitors; actives 0.076% (n = 410,000); AID 602310;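 also: % is scaled to controls: 0 for no effect and ±100 for the full control effect; nearly all actives have a fitted effect of over 60% in size; hits raise eYFP signal because A3G escapes Vif-driven loss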
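Read-out is eYFP fluorescence (Ex 488/Em 500-530) from Vif-expressing HeLa A3G-eYFP cells; more signal means A3G escaped Vif-mediated degradation. Cells plated overnight, compound pinned in, incubated overnight at 37 deg C.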
* hit, by the source's call; ? = inconclusive; · = no result given; [ ] = remark or other dose. Calls follow the shape of the dose curve; as a rule, active = well fitted curve in the direction sought with a large enough effect; inconclusive = small, poorly fitted or top-dose-only effect, or another doubt; inactive = no such curve, though single readings can be large; an effect the other way counts as inactive or inconclusive. Potency is read from the fitted curve at half-maximal effect.

The line under a structure holds: USP1-UAF1 inh, RXFP1 agonist, Vif-APOBEC3F blk, RGS4 inh, Vif-APOBEC3G blk, TrxR1 inh, mIDH1 inhibitor, TrxR1 substrate, ALOX12 inh
COc1ccc(C(=O)Nc2ccc(NC(=O)c3ccccc3F)cn2)cc1
 : -1.1%, 3.1%, -35.3%, 19.7%, -0.2%, -3.6%[57.1 µM], 0.9%, 4.3%[57.1 µM], -24.9%
Cc1nn(-c2ccccc2)c2nc(C3CC3)cc(C(=O)Nc3ccccc3F)c12
 : ?, 1.0%, -7.8%, 9.3%, ?, -25.2%, 41.9%[activator], 50.4%[activator], -10.2%
COc1ccc(OCc2nnc(SCC(=O)Nc3nnc(C4CC4)s3)n2C)cc1
 : -21.2%, 2.4%, -1.4%, 8.3%, 7.2%, 17.6%, 7.4%, 3.7%, 0.7%
CCN(CC)c1ccc(NC(=O)c2ccccc2)cc1S(=O)(=O)Nc1ccccc1OC
 : -7.0%, 3.0%, -0.5%, ?, 0.4%, 5.1%, 9.9%, -6.7%, ?
Cc1onc(-c2c(Cl)cccc2Cl)c1C(=O)O/N=C(\C#N)c1c(Cl)cccc1Cl
 : -15.7%, 0.4%, -1.6%, 10.3%, 1.2%, 24.9%, 7.4%, 4.8%, ?
COc1ccc(S(=O)(=O)N2CCN(CC(=O)NC(Cc3ccccc3)C(C)=O)CC2)cc1 (stereo not given)
 : -21.2%, ·, -2.1%, -2.2%, 0.2%, 0.6%, 0.4%, -3.0%, 27.2%
CC(C)c1ccc(S(=O)(=O)N2CCN(Cc3cccc(F)c3)CC2)cc1
 : -10.9%, 1.1%, 1.8%, 13.0%, -5.1%, -7.5%[57.1 µM], 20.2%, -0.8%[57.1 µM], -2.2%
O=C(NC1CCOC1=O)OCc1ccccc1 (stereo not given)
 : 2.2%, ·, -11.4%, ·, 0.7%, ·, -2.5%, ·, -4.5%
O=C(CSc1nnc(Nc2ccccc2F)s1)NCc1ccco1
 : -1.4%, 1.4%, ?, -6.2%, 2.3%, -4.9%, 9.5%, 13.2%, 184.2%[activator]
O=C(CCNC(=O)c1ccc(Br)cc1)NCC1COc2ccccc2O1 (stereo not given)
 : -16.0%, 4.1%, -7.8%, -18.8%, 1.1%, 2.4%, 9.0%, -0.1%, -26.8%
O=S1(=O)CCC(NC(=S)N2CCCCC2)C1 (stereo not given)
 : -8.3%, -0.1%, 1.8%, 21.5%, 2.5%, -4.4%, 5.3%, -7.4%, 0.3%
O=C(CN(C(=O)Cn1nnc(-c2ccc(F)cc2)n1)c1ccc(F)c(Cl)c1)NCC1CCCO1 (stereo not given)
 : -17.5%, -3.8%, 0.6%, 2.0%, 0.1%, 27.6%, -3.0%, -2.5%, 6.1%
COc1cccc(N2C(=O)CN(Cc3ccccc3)C2=S)c1
 : -8.2%, 2.7%, -4.8%, -1.3%, -1.3%, 10.6%, -6.3%, 2.9%, 0.4%
Cc1cc(F)c(F)c(C(=O)N2C(C)CCCC2C)c1Cl (stereo not given)
 : ?, 1.7%, -0.1%, 2.6%, 5.7%, 15.8%, 14.6%, 2.0%, -12.6%
O=C(NCc1ccccn1)c1cc2ccccc2oc1=O
 : -20.0%, 0.2%, -2.1%, -14.4%, 5.8%, -2.7%[57.1 µM], 9.7%, 13.5%, 0.0%

Ordered by value in Vif-APOBEC3G blk (rising): 6 of the compounds above.
mol | Vif-APOBEC3G blk
COc1ccc(C(=O)Nc2ccc(NC(=O)c3ccccc3F)cn2)cc1 | -0.2%
CCN(CC)c1ccc(NC(=O)c2ccccc2)cc1S(=O)(=O)Nc1ccccc1OC | 0.4%
O=C(CCNC(=O)c1ccc(Br)cc1)NCC1COc2ccccc2O1 (stereo not given) | 1.1%
O=C(CSc1nnc(Nc2ccccc2F)s1)NCc1ccco1 | 2.3%
O=S1(=O)CCC(NC(=S)N2CCCCC2)C1 (stereo not given) | 2.5%
O=C(NCc1ccccn1)c1cc2ccccc2oc1=O | 5.8%

More entries:
The line under a structure holds: USP1-UAF1 inh, RXFP1 agonist, Vif-APOBEC3F blk, RGS4 inh, Vif-APOBEC3G blk, TrxR1 inh, mIDH1 inhibitor, TrxR1 substrate, ALOX12 inh
Cc1cccc(C2C=C(c3ccc(C)c(C)c3)Nc3nnnn32)c1 (stereo not given)
 : -10.2%, -0.3%, -4.4%, -6.4%, ?, -4.0%[57.1 µM], -21.8%, -7.6%[57.1 µM], 10.8%
CCc1ccc(S(=O)(=O)Nc2ccc3c(c2)sc(=O)n3C)cc1
 : ?, 0.3%, -11.9%, -22.1%, -10.7%, -15.8%[57.1 µM], 4.0%, -9.8%[57.1 µM], ?
C/C(CC(=O)Nc1ccc([N+](=O)[O-])cc1)=N\NC(=O)c1ccccc1O
 : -22.6%, -3.8%, 13.4%, -1.5%, 1.5%, -10.0%, -10.3%, -5.6%, 0.0%
CC(C)[C@H](NC(=O)c1ccccc1F)C(=O)NC1CCCCC1
 : -0.7%, ·, -6.2%, -13.3%, 0.8%, 16.0%, -5.4%, -1.3%, 5.3%
CC(C)CN(Cc1c(O)ccc2ccccc12)CC(C)C
 : -5.8%, -0.8%, ?, -41.2%, -8.3%, -41.6%, 12.4%, 25.7%, 39.8µM*
Cc1ccc(S(=O)(=O)N(C)c2ccc(OCC(=O)OCc3ccc(C#N)cc3)cc2)cc1
 : -6.1%, ·, 2.9%, 4.8%, 0.0%, 5.4%[11.4 µM], -1.7%, 7.7%[57.1 µM], -14.5%
O=S(=O)(Nc1cccc(-c2ccc(N3CCCC3)nn2)c1)c1ccc(F)cc1F
 : -25.6%, -0.1%, 0.5%, -15.2%, -0.2%, 18.8%[57.1 µM], 0.6%, -2.1%[57.1 µM], -29.9%
O=C(NCCN1CCCCC1)c1ccc2c(c1)OCCO2
 : -16.4%, 2.0%, 0.4%, 1.8%, -1.9%, 16.4%, -1.7%, 8.2%[11.4 µM], 11.3%
Cc1cccc(NC(=O)C(=O)NCC2CCCO2)c1 (stereo not given)
 : -17.1%, 0.3%, 0.7%, 23.3%, -0.1%, 3.4%[57.1 µM], 3.6%, -8.0%, 82.6%[activator]
CCC1CCCCN1C(=O)CSc1nc2c(c(=O)n1C)SC(C)C2 (stereo not given)
 : 3.0%, 0.4%, 8.4%, 13.9%, 1.2%, -20.7%, 14.5%, -20.7%, -6.3%
CCOC(=O)C1CN(S(=O)(=O)c2ccc(OC)cc2)c2cc(CC(=O)OC)ccc2O1 (stereo not given)
 : -6.2%, 1.1%, -11.9%, 16.8%, -0.6%, 19.2%, -0.4%, 0.9%, 0.0%
O=C(CSc1ncnc2c1cnn2CCO)Nc1cccc(C(F)(F)F)c1
 : -6.2%, 0.8%, -13.3%, -10.4%, -0.8%, 15.7%, 6.7%, 2.1%, -1.3%
Cc1c(C(=O)N(Cc2nccn2C)C(C)C)oc2c(F)cccc12
 : -20.9%, 2.9%, -2.3%, 3.0%, 0.0%, 19.0%, -9.1%, -1.1%, -7.6%
COc1ccc(-n2cc(C(=O)c3ccccc3O)cn2)cc1
 : -11.0%, 1.1%, 0.0%, -2.9%, -5.3%, 7.9%[57.1 µM], 6.7%, -3.3%, ?
COc1ccc(/C=N/n2c(C)nc3c([nH]c4ccccc43)c2=O)cc1CN1CCCC(C)(C)C1
 : -12.0%, 3.9%, -20.0%, 10.6%, 1.1%, 2.9%, -4.8%, -1.8%, -5.9%
CCN1CCc2c(sc(NC(=S)NC(=O)c3ccccc3)c2C#N)C1
 : -5.9%, 0.0%, -10.8%, ?, -9.1%, 17.8µM*, -2.8%, -8.3%, ?
Cc1nc(N)c(C#N)c(-c2ccccc2Cl)c1C
 : 0.7%, 0.4%, -12.7%, -2.1%, -4.6%, 10.5%, -1.6%, 18.3%, 0.9%
O=c1ccc(-c2nc3cc(Cl)ccc3n2Cc2ccccc2)c[nH]1
 : -9.8%, -0.3%, 1.9%, -14.5%, -16.3%, -11.2%, 0.0%, -4.3%, ?
O=C(CCc1nc2ccccc2c(=O)[nH]1)Nc1cc(Cl)ccc1N1CCCCC1
 : -27.6%, 0.3%, -10.5%, -5.0%, -28.5%, 5.5%, -6.3%, -0.4%, 109.3%

One compound at a time, from the list above. Order of screens: USP1-UAF1 inh	RXFP1 agonist	Vif-APOBEC3F blk	RGS4 inh	Vif-APOBEC3G blk	TrxR1 inh	mIDH1 inhibitor	TrxR1 substrate	ALOX12 inh
COc1ccc(C(=O)Nc2ccc(NC(=O)c3ccccc3F)cn2)cc1 reads -1.1%	3.1%	-35.3%	19.7%	-0.2%	-3.6%[57.1 µM]	0.9%	4.3%[57.1 µM]	-24.9%
CC(C)CN(Cc1c(O)ccc2ccccc12)CC(C)C reads -5.8%	-0.8%	?	-41.2%	-8.3%	-41.6%	12.4%	25.7%	39.8µM*

This is a subset; count on the stated rates, not on these rows.
